Bioassay records deposited in PubChem by National Center for Advancing Translational Sciences (NCATS).
S3 lipid droplet = qHTS Assay for Lipid Storage Modulators in Drosophila S3 Cells | AID 2685 | hit rate 0.64% among 320,000 | Drosophila S3 cells, BODIPY lipid droplet fluorescence, 18-24 h; cells fed with added oleic acid | Potency in µM for hits, for the others lipid storage change, negative = inhibition, % at the top dose, mostly 46.1 µM; active means well fitted inhibition curve with a large enough effect in the signal ratio, with a control signal flat, not every such curve was filed as active; inconclusive means small, poorly fitted or top-dose-only effect, or effect the other way, or a change in a side signal; the % refers to the signal ratio
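Drosophila S3 cells got compounds at several concentrations plus oleic acid (400 uM solution). Laser-scanning cytometry with 488 nm excitation read lipid droplets at 500-530 nm and cells at 575-640 nm. Percent activity was relative to 20 uM Triacsin C.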
S3 lipid droplet cell count max = also measured in S3 lipid droplet; calls as there; cell number change, %; measured here: cell count max response;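 cells counted by Cell Tracker Red CMTPX staining in the red channel; peak over a dose series mostly up to 46.1 µM; percent activity relative to internal control wells on each plate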
* marks the source's active call; other numbers are inactive results; i = inactive; ? = inconclusive; nt = not tested or not shown; [ ] = remark or other dose. On the % scale 0 is the no-effect control and ±100 the full control effect; potency means the concentration at half of the fitted maximal effect. This is a subset (hit frequency here may not be typical).

A first look:
SMILES	S3 lipid droplet	S3 lipid droplet cell count max
CCOc1ccc(C2C(C(=O)c3ccc(C)o3)=C(O)C(=O)N2c2nc(C)c(C(=O)OC)s2)cc1 (configuration not stated)	-6%	-6
CN(CC(=O)Nc1cccc(F)c1)C(=O)c1cc(=O)[nH]c2ccccc12	-3%	7
O=C(Nc1cccc2cccnc12)c1ccc(Cl)cc1	?	nt
Cc1cc(Br)c(OCc2ccc(C(=O)N/N=C3\CC4CC=CC34)cc2)c(Br)c1 (configuration not stated)	-21%	12
COc1ccccc1CNC(=O)C1CCN(S(=O)(=O)c2c(C)noc2C)CC1	10%	18

The list itself (from the top)
SMILES	S3 lipid droplet	S3 lipid droplet cell count max
CCOc1ccc(C2C(C(=O)c3ccc(C)o3)=C(O)C(=O)N2c2nc(C)c(C(=O)OC)s2)cc1 (configuration not stated)	-6%	-6
CN(CC(=O)Nc1cccc(F)c1)C(=O)c1cc(=O)[nH]c2ccccc12	-3%	7
O=C(Nc1cccc2cccnc12)c1ccc(Cl)cc1	?	nt
Cc1cc(Br)c(OCc2ccc(C(=O)N/N=C3\CC4CC=CC34)cc2)c(Br)c1 (configuration not stated)	-21%	12
COc1ccccc1CNC(=O)C1CCN(S(=O)(=O)c2c(C)noc2C)CC1	10%	18
CCn1c(CN2CCN(c3ccc(OC)cc3)CC2)nc2cc(S(=O)(=O)N(C)C)ccc21	?	nt
CCOC(=O)c1cc(C)sc1NC(=O)CSc1nccn1C	?	nt
CCOCCCNC(=O)C(c1ccc(Cl)cc1)N(Cc1ccc2c(c1)OCO2)C(=O)CNC(C)=O (configuration not stated)	i	nt
Cc1c(C(=O)N2CCCCC2)sc(NC(=O)c2ccco2)c1C#N	2%	5
CCC(=O)N1CCc2cc(S(=O)(=O)N3CCc4ccccc43)ccc21	i	24
O=C(Nc1cccnc1Cl)c1ccc(Cl)cc1	?	nt
COc1cc2c(cc1OC)C(c1ccccc1C)CC(=O)N2 (configuration not stated)	?	nt
COc1cc(/C=C/C(=O)NNc2c(F)c(F)cc(F)c2F)ccc1OC(F)F	?	nt
CCCCn1c(N)c(N(CCC(C)C)C(=O)c2cc(S(=O)(=O)N3CCOCC3)ccc2F)c(=O)[nH]c1=O	?	nt
Cc1nn(C)c(C)c1NC(=O)CSc1nc(-c2ccccc2Cl)nc2c1cnn2-c1ccccc1	i	nt
Cc1ccc(C)c(S(=O)(=O)Nc2ccc(C(=O)N3CCC3)cc2)c1	?	nt
O=C1[C@@H]2Cc3c([nH]c4ccccc34)CN2C(=O)CN1CCCCCO	0%	-21
CCOc1ccc(N=Cc2ccc3ccccc3c2)cc1	?	nt
COC(=O)c1c(-c2cc(C)ccc2C)csc1NC(=O)C1CC=CCC1C(=O)O (configuration not stated)	-13%	3
Cc1ccc(S(=O)(=O)N2CCC(C(=O)NC3CC3)CC2)cc1	i	-16

Compound profiles, from the list above.
`O=C1[C@@H]2Cc3c([nH]c4ccccc34)CN2C(=O)CN1CCCCCO` across the screens: S3 lipid droplet = 0%; S3 lipid droplet cell count max = -21
`Cc1c(C(=O)N2CCCCC2)sc(NC(=O)c2ccco2)c1C#N` across the screens: S3 lipid droplet = 2%; S3 lipid droplet cell count max = 5
`CCOc1ccc(N=Cc2ccc3ccccc3c2)cc1` across the screens: S3 lipid droplet = ?; S3 lipid droplet cell count max = nt

Remaining list, next part.
SMILES	S3 lipid droplet	S3 lipid droplet cell count max
CCOCCn1c(=NC(=O)/C=C/c2ccccc2Cl)sc2cc(NC(C)=O)ccc21	-12%	-14
O=C(CCC1COc2ccccc2O1)NCc1ccccc1 (configuration not stated)	?	nt
COc1ccc(CC(=O)Nc2cccc(-c3nnc(-c4cccc(C)c4)o3)c2)cc1OC	?	nt
CC1=CN2C(=NC(=O)CC2(C)C(=O)N(CC(=O)NC2CCCC2)c2ccccc2C)C=C1 (configuration not stated)	6%	13
Cc1ccc(CN2CCNC(=O)C2CC(=O)N(C)C2CCOCC2)cc1 (configuration not stated)	i	nt
CCCCOc1ccc(N2CC(C(=O)NCc3ccco3)CC2=O)cc1 (configuration not stated)	6%	5
O=C(c1ccc(N2CCCC2)c([N+](=O)[O-])c1)N1CCc2ccccc2C1	-15%[0.0737 µM]	-25
Cc1cc(Cl)ccc1OCC(=O)Nn1c(C)ccc1C	i	nt
Cc1cccc(-n2c(C)cc(/C=N/n3cnnc3)c2C)c1	?	nt
CC(C)C(NC(=O)c1cccc(S(=O)(=O)N2CCOCC2)c1)C(=O)NCCc1ccccn1 (configuration not stated)	i	27
COc1ccc(NS(=O)(=O)c2cccc(C(=O)NC3CCC(O)CC3)c2)cc1 (configuration not stated)	?	nt
Cc1ccc(Cn2c(Sc3nccc(C)n3)nc3c2c(=O)[nH]c(=O)n3C)cc1	18%	3
CCOC(=O)c1c(S(=O)(=O)NCC(=O)N2CCN(c3ccc(F)cc3)CC2)c(C)n(C)c1C	i	22
Cc1c(C(=O)NC2=NCCS2)oc2ccccc12	?	nt
CCc1nnc(SCC(=O)Nc2ccc(C(C)=O)cc2)nc1CC	i	10
O=C(CSc1nnc2n1CCCN2C(=S)Nc1ccc(Cl)cc1)c1ccccc1	-1%	-12
Nc1cc(C(=O)N2CCCC2)cc(C(=O)N2CCCC2)c1	?	nt
COc1ccc(/C=C2\CCCC3C2=NN(C(=O)CSc2ncn[nH]2)C3c2ccc(OC)cc2)cc1 (configuration not stated)	?	nt
Cc1c(NC(=O)c2ccc(-c3ccc([N+](=O)[O-])cc3Cl)o2)c(=O)n(-c2ccccc2)n1C	0%	6
NC(=O)COC(=O)c1ccccc1Oc1ccccc1	?	nt
COc1ccccc1Oc1ccc(Oc2ccccc2OC)cc1	?	nt
Cc1cccc(OCCC(=O)OC(C)C(=O)Nc2ccc(Cl)cn2)c1 (configuration not stated)	?	nt
CS(=O)(=O)N1CCC(CO)(Cc2ccccc2C(F)(F)F)CC1	-2%	7
O=C(O)CC(c1ccccc1)n1cccc1 (configuration not stated)	?	nt
Cc1ccc(OCC(O)CN2CCN(c3ccc(C)cc3)CC2)cc1 (configuration not stated)	20%	-8
CNC(=O)C1CC(=O)N/C(=N/N=C(\C)c2cccs2)S1 (configuration not stated)	-6%	0
COC(=O)c1cn(NC(=O)c2ccc3c(c2)OCO3)c(=O)c2ccccc12	i	3
O=C(NNC(=S)NCc1ccco1)C(c1ccccc1)c1ccccc1	-2%	-3
CNC(=O)Nc1ccc2snnc2c1	9%	nt
COc1cccc(NC(=S)Nc2cccnc2)c1	9%	-4
Cc1cccc2cn[nH]c12	0%	10
CCc1ccc(NC2=NC(C(=O)c3ccccc3)CC(=O)N2)cc1 (configuration not stated)	?	nt
O=C(CSc1nc2ccccc2o1)NCc1n[nH]c(=O)c2ccccc12	?	nt
CCn1c2ccccc2c2nnc(SCCN3CCOCC3)nc21	?	nt
Cc1ccc(NC(=S)N2CCN(c3ccccn3)CC2)cc1C	-15%	-2
Cc1onc(-c2ccccc2)c1C(=O)N1CCN(S(=O)(=O)c2ccc(OC(F)(F)F)cc2)CC1	?	nt
COc1cc(OC)cc(C(=O)NCC(=O)OCC(=O)/C=C2/N(C)c3ccccc3C2(C)C)c1	?	nt
CN1C2C=C3C(C#N)=C(N)C(C#N)(C#N)[C@@H](c4ccsc4)[C@@H]3C1CC2 (some centres not stated)	?	nt
CCN1C(=O)[C@H]2[C@@H](c3ccc(-c4ccc5c(c4)OCO5)c(OC)c3)N[C@@](CC(C)C)(C(=O)OC)[C@H]2C1=O	?	nt
Cc1cccc(OCCC(=O)Nc2ccc(S(=O)(=O)N3CCCC3)cc2)c1	?	nt
O=C(Cc1c[nH]c2ccccc12)N1CCc2ccccc21	?	nt
COc1ccc2cc(C)c(SCC(=O)Nc3cc(C)on3)nc2c1	?	nt
CCOc1ccc(C(=O)N2CCSC2=S)cc1	-7%	-2
C=C(C)C(=O)OC1(C(F)(F)F)Oc2cc(C)ccc2NC1=O (configuration not stated)	?	nt
C=CCNC(=O)c1sc(SC)cc1-c1ccc(Cl)cc1	?	nt
Cc1ccc(OCC(=O)Nc2cccc(S(=O)(=O)N3CCCCCC3)c2)c([N+](=O)[O-])n1	?	nt
O=[N+]([O-])c1ccc(O)c(C=Nc2ccc3c(c2)OCCO3)c1	10%	-9
Cc1ccc(S(=O)(=O)N[C@H](C(=O)N2CCC(C(=O)N[C@@H](CCC(N)=O)C(=O)O)CC2)C(C)C)cc1	13%	-1
Cc1cc(N/C=C/C(=O)c2cccc3ccccc23)no1	11%	-20
Cc1ccc(S(=O)(=O)N2CCCCC2C(=O)Nc2nncs2)cc1 (configuration not stated)	-8%	9
CCN(CC)CC(O)Cn1c(-c2ccccc2Cl)nc2ccccc21 (configuration not stated)	?	nt
CCc1ccc(N/C(N)=N/c2nc(CSc3ccccn3)cc(=O)[nH]2)cc1	?	nt
Cc1cc2nccc(-c3ccc(Cl)c([N+](=O)[O-])c3)n2n1	?	nt
O=C(NCCCNC(=O)c1cc(Cl)ccc1Cl)c1cnccn1	i	32
CCOc1cc(C(=S)N2CCOCC2)ccc1OS(=O)(=O)c1ccccc1	?	nt
CCNC(=S)NCCN1CCCCC1	?	nt
Nc1ccccc1-c1nc2ccccc2[nH]1	?	nt
COc1ccc(N2CCN(C(=O)c3cc(-c4ccc(F)cc4)[nH]c3C)CC2)cc1	?	nt
CCOC(=O)/C=C(\C)Sc1cc(=O)oc2ccccc12	-9%	-15
O=C(COC(=O)C1CCN(S(=O)(=O)c2ccccc2C(F)(F)F)CC1)NCc1ccc(F)cc1	?	nt
Next section.
SMILES	S3 lipid droplet	S3 lipid droplet cell count max
O=C(O)C1C2C=CC(C2)C1C(=O)Nc1cccc(F)c1 (configuration not stated)	?	nt
Cc1cc(C)nc(SCCC(=O)N(C)C)n1	?	nt
O=C(CNC(=O)c1ccco1)NCC(=O)OC(C(=O)c1ccccc1)c1ccc(Cl)cc1 (configuration not stated)	-4%	4
Cc1cccc(NC(=O)CCNC(=O)c2ccc(Br)cc2)c1C	-10%	3
CNC(=O)NC(=S)NC(=O)c1cccc(Cl)c1	?	nt
Cc1cc(/C=C2\NC(=O)NC2=O)c(C)n1-c1ccc(N2CCOCC2)cc1	3%	8
COCCNC(=O)CSc1nnc2c(Cl)cc(Cl)cn12	-18%	-17
O=C(COC(=O)c1ccc2c(c1)OCO2)NCc1ccc2c(c1)OCO2	?	nt
CC1(C)C(=O)OC(C(=O)c2ccccc2)C(C)(C)C1=O (configuration not stated)	?	nt
COc1cc2cc(C)c(SCC(=O)N3CCN(C(=O)c4ccco4)CC3)nc2cc1OC	?	nt
N#C/C(=C\c1ccccc1O)C(=O)Nc1ccccn1	?	nt
CN(Cc1cc(=O)n2ccsc2n1)c1ccccc1	?	nt
COCCNC(=O)CSc1nc2scc(-c3ccccc3)c2c(=O)[nH]1	1%	1
COc1cc(OC)c(C(=O)NCCCn2ccnc2)cc1OC	?	nt
O=Cc1c(N2CCCCC2)nc2ccccn2c1=O	6%	17
Cc1ccc(S(=O)(=O)/N=C(/Nc2cccc3ccccc23)c2ccc(F)cc2)cc1	?	nt
C/C(=N\NC(=O)C1COc2ccccc2O1)c1cccs1 (configuration not stated)	?	nt
CC(C)Cn1c(O)c(N=NC(=O)c2cccc(S(=O)(=O)N3CCCCC3)c2)c2ccccc21	?	nt
CSc1ccccc1NC(=O)COC(=O)CSc1ccc(C)cc1	17%	nt
NC(=O)CC(NC(=O)Cc1ccc(Br)cc1)c1ccc(NCCN2CCOCC2)c([N+](=O)[O-])c1 (configuration not stated)	17%	22
CSc1nc(N)nc(SCC(=O)c2ccc(C)cc2)c1C#N	-7%	-27
CC(Oc1cccc2c1OC(C)(C)C2)C(=O)O (configuration not stated)	1%	0
Nc1nc(NCCO)nc(N2CCCCCC2)c1[N+](=O)[O-]	i	9
Cc1ccc(S(=O)(=O)N(C)c2ccc(C(=O)NCc3cccnc3)cc2)cc1	?	nt
CCN(CCCNC(=O)CCn1c(=O)[nH]c2ccsc2c1=O)c1ccccc1	?	nt
C=C(C)Cn1c(SCC#N)nc2ccccc2c1=O	1%	-14
Cc1ccc(C)c(NNC(=O)C(=O)NNc2cc(C)ccc2C)c1	0%	1
CNc1oc(-c2ccco2)nc1C#N	i	16
Cc1cc(/C=C2\SC(N)=NC2=O)c(C)n1-c1ccccc1	?	nt
CCN1CCN(CC(=O)c2cc(OC)c(OC)c(OC)c2)CC1	?	nt
CCc1c(C(=O)N/N=C/c2sccc2C)nnn1-c1nonc1N	-10%	22
O=C(O)c1ccc(COc2ccccc2Cl)cc1	9%	-17
CC(=O)[C@@H]1[C@@H]2C(=O)N(C3CCCCC3)C(=O)[C@@H]2C2c3ccccc3C=CN21 (some centres not stated)	-1%	-13
CC(=O)c1c(C)c[nH]c1C	16%	-8
Cc1nc(NC(CC(C)C)C(=O)O)c2nc(C)oc2n1 (configuration not stated)	?	nt
COc1ccc(-n2cc(CNCCCn3ccnc3)c(-c3cccc(F)c3)n2)cc1	?	nt
Cc1cccc(NC(=O)Nc2ccc(Cl)c(Cl)c2)n1	i	-10
CN(C)/N=C/c1ccc(OS(=O)(=O)c2ccccc2)cc1	?	nt
Cc1cc(C)c(S(=O)(=O)c2ccccc2Cl)c(=O)[nH]1	1%	15
Cc1cccc(-c2nc(S(=O)(=O)c3ccccc3)c(N3CCOCC3)o2)c1	?	nt
CCSC1=NC(C)(C)C=C(/C=C/c2ccc(Cl)cc2Cl)N1	?	nt
CCOc1cc(CNc2ccc3cn[nH]c3c2)ccc1OC	i	-9
CCOC(CNC(=O)c1nnc(Cc2cc(OC)c(OC)c(OC)c2)o1)OCC	-5%	2
